D2 antag: D2 dopamine receptor (human) antagonism; AID 485344; HEK293 TREx D2 cells, calcium flux, dopamine EC80; actives 2% (n = 340,000); P14416; inhibition, % at 10 µM; in the data active = inhibition above about 30%; also: 0% is about no effect
Target sequence (P14416 whole entry, looked up): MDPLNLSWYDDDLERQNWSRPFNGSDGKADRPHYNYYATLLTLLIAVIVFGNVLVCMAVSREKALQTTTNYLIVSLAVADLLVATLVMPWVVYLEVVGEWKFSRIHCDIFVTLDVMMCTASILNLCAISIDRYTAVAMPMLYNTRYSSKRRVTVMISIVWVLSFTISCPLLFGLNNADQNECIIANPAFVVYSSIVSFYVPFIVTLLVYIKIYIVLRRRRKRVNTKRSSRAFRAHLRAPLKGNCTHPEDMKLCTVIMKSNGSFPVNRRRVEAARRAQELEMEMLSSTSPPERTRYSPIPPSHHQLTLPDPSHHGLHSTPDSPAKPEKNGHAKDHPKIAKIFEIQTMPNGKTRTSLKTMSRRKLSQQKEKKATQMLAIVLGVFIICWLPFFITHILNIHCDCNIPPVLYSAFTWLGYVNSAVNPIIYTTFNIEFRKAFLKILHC
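Cells plated overnight at 30 C with tetracycline; no-wash calcium dye, 30–90 min RT; 10 s baseline; compound pinned; 180 s read; EC80 dopamine added; another 180 s read.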
RXFP1 agonist: RXFP1 (human) receptor agonism | Potency, µM (series often up to 57.5 µM), for inactives: at the top dose activation, most hits filed as activators | Q9HBX9 | HEK293T-RXFP1 cAMP TR-FRET, 30 min; response scale: percent of porcine relaxin response, buffer zero | actives 0.3% (n = 370,000); active = well fitted activation curve with a large enough effect; also: potency is read from the fitted curve at half-maximal effect; % is scaled to controls: 0 for no effect and ±100 for the full control effect; nearly all actives have a fitted effect of over 60% in size; many of its hits are not listed in these tables
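Agonist response is measured as cAMP accumulation in an RXFP1-transfected HEK293T line under PDE4 inhibition. Values are scaled between buffer-only and 29 nM porcine relaxin, and EC50s come from standard Hill equation fits.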
D2 ag: D2 dopamine receptor (human) agonism. activation, % at 2 µM. HEK293 T-REx D2 cells, calcium flux agonist mode. AID 485358. actives 0.53% (n = 340,000);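 active = activation over 3 SD above normal in the single-dose calcium agonist read, cut at about 30% in these data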; also: 0% is about no effect
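Tetracycline-induced HEK293 Trex cells with D2 receptor force-coupled to calcium signaling, plated overnight at 30 C and loaded with no-wash calcium dye. Calcium flux read kinetically for 180 s after compound addition; responses flag agonists.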
D1 ag: human D1 receptor agonism; actives 1% (n = 360,000); HEK293 T-REx D1 cells, calcium flux, agonist mode; activation, % at 2 µM; P21728; in the data active = activation above about 30%; also: 0% is about no effect
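Tetracycline-induced HEK293 TREx D1 cells, force-coupled to calcium signalling, were dye-loaded with a no-wash calcium kit. Compound was pin-added after a 10 s baseline. Fluorescence was read kinetically at 1 cycle/s for 180 s, with calcium rises flagged as agonism.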
TRHR PAM: TRH receptor (human) allosteric enhancement | TRHR cells, fluo-8 calcium fluorescence, EC20 TRH enhancement | enhancement, % at 2 µM | actives 0.66% (n = 360,000) | AID 493056; in the data active = enhancement above about 30%; also: 0% is about no effect
Target sequence (P34981 whole entry, looked up): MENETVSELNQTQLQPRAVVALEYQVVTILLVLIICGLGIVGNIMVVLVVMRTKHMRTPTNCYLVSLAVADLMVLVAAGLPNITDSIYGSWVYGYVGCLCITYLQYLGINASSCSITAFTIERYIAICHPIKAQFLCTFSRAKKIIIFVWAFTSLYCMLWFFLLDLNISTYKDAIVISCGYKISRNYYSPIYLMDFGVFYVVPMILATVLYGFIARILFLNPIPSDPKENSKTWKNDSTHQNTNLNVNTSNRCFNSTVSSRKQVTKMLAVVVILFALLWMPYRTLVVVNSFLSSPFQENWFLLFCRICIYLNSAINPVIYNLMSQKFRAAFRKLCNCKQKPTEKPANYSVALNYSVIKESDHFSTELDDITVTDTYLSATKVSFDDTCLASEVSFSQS
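Enhancer read-out: after compound pinning and an initial kinetic agonist-mode read, an EC20 of TRH (10 nM final) was injected and fluo-8 calcium signal (Ex 480/Em 530) followed at 1 s/cycle for 100 cycles in TRHR-expressing cells.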
RXFP1 antag: antagonists of human relaxin receptor RXFP1. AID 1259400. actives 0.59% (n = 350,000). activity change, negative = inhibition, % at 57.5 µM. HEK293-RXFP1, relaxin-stimulated cAMP HTRF, 30 min; active compounds read low;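 active = activity change of -60% or lower, but not beyond a set lower limit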; also: % is scaled to controls: 0 for no effect and ±100 for the full control effect
D1 antagonist: human D1 dopamine receptor antagonism; AID 504652; activity change, negative = inhibition, % at 10 µM; HEK293 TREx D1 cells, calcium flux, dopamine EC80; active compounds read low; P21728; actives 3.2% (n = 360,000); in the data active = activity change below about -30%; also: % is scaled to controls: 0 for no effect and ±100 for the full control effect
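Kinetic fluorescence of a calcium dye serves as the read-out. D1-expressing Hek293 Trex cells, induced overnight at 30 C, are exposed to compound for 180 s before an EC80 dopamine addition, then read 180 s further.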
D2 potentiator: positively modulates the human D2 dopamine receptor allosterically; P14416; HEK293 T-REx D2, calcium flux, EC20 dopamine potentiation; potentiation, % at 10 µM; actives 0.34% (n = 340,000);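 active = potentiation over 3 SD above the plate norm, cut at about 30% in these data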; also: 0% is about no effect
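Using a no-wash calcium dye in inducible, force-coupled HEK293 Trex cells expressing D2, we tracked fluorescence each second for 180 s after compound, then for 180 s after EC20 dopamine to detect augmented signalling.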
D1 potentiator: human D1 dopamine receptor positive modulation. P21728. HEK293 TREx D1 cells, calcium flux, dopamine EC20 potentiation. actives 0.036% (n = 360,000). potentiation, % at 10 µM. AID 504651; in the data active = potentiation above about 30%; also: 0% is about no effect
Active calls of the source: *; x = not tested or not shown; & = joins results of further samples.

Preview, nine compounds:
SMILES | D2 antag | RXFP1 agonist | D2 ag | D1 ag | TRHR PAM | RXFP1 antag | D1 antagonist | D2 potentiator | D1 potentiator
CC1=C(C(=O)Nc2cccnc2)C(c2cccnc2)n2nc(-c3cccs3)nc2N1 (stereo not drawn) | 11 | 2.6% | -0.3 | 4 | -8 | 1 | 7 | 25 | -1
O=C(O)c1ccc(N=NN2CCCCCC2)cc1 | x | -0.1% | x | 2 | 4 | -8 | -8 | x | -4
CCCC12CN3CCN(CC(C3)/C1=N\NC(=O)c1ccc(F)cc1)C2 | 1 | -2.0% | 1.5 | 0 | 0 | 2 | 27 | -2 | 7
COC(=O)c1c(C)[nH]c(C(=O)/C=C/c2cccc(Cl)c2)c1C | -14 | -0.8% | 0.5 | 12 | 2 | 3 | -4 | -10 | 6
CC1(C)Cc2nc3oc4c(=S)nc[nH]c4c3cc2CO1 | -18 | 26% | 0.6 | 3 | 3 | 19 | 6 | -6 | -4
C/C(CC(=O)NCc1ccco1)=N\NC(=O)COc1ccc(C)cc1 | 6 | 1.1% | 1.1 | 1 | -2 | -8 | 4 | 2 | 0
CCCn1c(CCC(=O)Nc2ccccc2Cc2ccccc2)nc2cc(S(=O)(=O)N3CCOCC3)ccc21 | x | -0.7% | x | 8 | -8 | -1 | 6 | -10 | 0
O=C1c2cccnc2C(Nc2ccc(S(=O)(=O)N3CCCCC3)cc2)N1Cc1ccccc1 (stereo not drawn) | -22 | 0.1% | 0.3 | 3 | 3 | 12 | -3 | 33* | 9
Cn1c(SCC(=O)Nc2ccc(NC(=O)c3ccccc3)cc2)nnc1-c1ccncc1 | -12 | 12% | 3.9 | 0 | 3 | 2 | -7 | x | -11

Main list, from the first entry:
SMILES | D2 antag | RXFP1 agonist | D2 ag | D1 ag | TRHR PAM | RXFP1 antag | D1 antagonist | D2 potentiator | D1 potentiator
CC1=C(C(=O)Nc2cccnc2)C(c2cccnc2)n2nc(-c3cccs3)nc2N1 (stereo not drawn) | 11 | 2.6% | -0.3 | 4 | -8 | 1 | 7 | 25 | -1
O=C(O)c1ccc(N=NN2CCCCCC2)cc1 | x | -0.1% | x | 2 | 4 | -8 | -8 | x | -4
CCCC12CN3CCN(CC(C3)/C1=N\NC(=O)c1ccc(F)cc1)C2 | 1 | -2.0% | 1.5 | 0 | 0 | 2 | 27 | -2 | 7
COC(=O)c1c(C)[nH]c(C(=O)/C=C/c2cccc(Cl)c2)c1C | -14 | -0.8% | 0.5 | 12 | 2 | 3 | -4 | -10 | 6
CC1(C)Cc2nc3oc4c(=S)nc[nH]c4c3cc2CO1 | -18 | 26% | 0.6 | 3 | 3 | 19 | 6 | -6 | -4
C/C(CC(=O)NCc1ccco1)=N\NC(=O)COc1ccc(C)cc1 | 6 | 1.1% | 1.1 | 1 | -2 | -8 | 4 | 2 | 0
CCCn1c(CCC(=O)Nc2ccccc2Cc2ccccc2)nc2cc(S(=O)(=O)N3CCOCC3)ccc21 | x | -0.7% | x | 8 | -8 | -1 | 6 | -10 | 0
O=C1c2cccnc2C(Nc2ccc(S(=O)(=O)N3CCCCC3)cc2)N1Cc1ccccc1 (stereo not drawn) | -22 | 0.1% | 0.3 | 3 | 3 | 12 | -3 | 33* | 9
Cn1c(SCC(=O)Nc2ccc(NC(=O)c3ccccc3)cc2)nnc1-c1ccncc1 | -12 | 12% | 3.9 | 0 | 3 | 2 | -7 | x | -11
Cc1csc(SCC(=O)NC(=O)NC2CCCC2)n1 | -14 | -2.8% | -0.8 | 3 | 1 | 18 | 12 | 12 | 0
O=C(c1ccc(F)cc1)N1CCC(O)(c2cccnc2)CC1 | -24 | 0.5% | 0.9 | 2 | 1 | -5 | 6 | 0 | -1
O=C(c1cc(C(=O)N2CCCC2)cc([N+](=O)[O-])c1)N1CCCC1 | -21 | 7.3% | -0.8 | 1 | 4 | 6 | 7 | 5 | 0
CCOC(=O)CSC1=C(C#N)C(c2ccc(Cl)cc2)C(C(=O)OC)C(=O)N1 (stereo not drawn) | -4 | -0.4% | 1.0 | 1 | -5 | 1 | -16 | 7 | -7
COc1ccccc1NC(=S)N(CCc1c(C)[nH]c2ccccc12)Cc1cccs1 | -6 | 0.4% | 0.1 | -3 | -5 | x | -6 | -2 | -4
Cc1ccc(Nc2nc3ccc(C(=O)c4ccccc4)cc3n3c(C)nnc23)c(C)c1 | x | 3.9% | 0.7 | 2 | 6 | -23 | 8 | -2 | -2
COCCn1c(C)nnc1SCC(=O)NNC(=O)c1ccc(Cl)cc1 | -39 | 0.1% | 0.8 | 3 | 1 | -4 | -11 | 10 | -8
O=C(Nc1nc2c(F)cc(F)cc2s1)c1ccc2c(c1)OCCO2 | x | 24% | -0.4 | 2 | -9 | 1 | -6 | 5 | 2
COc1ccc(C(=O)O/N=C(\N)c2ccccn2)cc1[N+](=O)[O-] | x | 0.7% | x | 3 | 2 | -21 | 11 | x | -1
CC1=NN(S(=O)(=O)c2ccc(C)cc2)C(=O)c2ccccc2O1 | -6 | 0.2% | -0.8 | 1 | -3 | -6 | -14 | 13 | 0
COc1ccc(C)cc1NC(=O)CSc1nc(=O)n(Cc2ccccn2)c2c1CCC2 | x | -0.3% | -1.6 | 1 | -1 | x | x | 10 | 2
O=C1C2C3C=CC(C3)C2C(=O)N1c1n[nH]c(CCc2ccccc2)n1 (stereo not drawn) | -2 | 0.7% | 0.5 | 1 | 3 | 11 | -4 | -6 | 3
COC(=O)c1ccc(NC(=O)CCc2c(C)nn(-c3ccc(N4CCCC4)nn3)c2C)cc1 | x | 1.9% | 1.9 | 1 | 12 | 15 | -4 | x | 1
O=C(O)C1CCCCC1C(=O)N1CCN(S(=O)(=O)c2ccc(F)cc2)CC1 (stereo not drawn) | -10 | -0.4% | 0.5 | 2 | 13 | -5 | -8 | 2 | -5
Cc1cc2ncc(Cl)nc2cc1C | -8 | 1.7% | -1.4 | 4 | 2 | -10 | -4 | 7 | -6
CN(C)CCNC(=O)c1ccc(-c2nn(C)c(=O)c3ccccc23)cc1 | -4 | 6.6%&0.3% | -0.7&0.4 | 0&1 | 6&15 | 3 | 13&-11 | 2&11 | -4&13
Cc1ccc(NC(=O)COC(=O)Cn2cnc3c2c(=O)n(C)c(=O)n3C)cc1F | -2 | 5.3% | -0.1 | 2 | 8 | 4 | -2 | -2 | -4
CCCc1c(C(=O)Nc2ccc(F)cc2C)cnn1-c1ccccc1 | 29 | 3.7% | -1.1 | 5 | -1 | -8 | -24 | 7 | -11
Cc1nn(C)c(C(=O)NNC(=S)NC2CCCCC2)c1Br | -11 | -1.8% | -0.1 | 1 | 5 | 8 | -6 | 6 | 3
COc1cc(NC(=O)Nc2cccc(Cl)c2)c(OC)cc1NC(=O)CN1CCCCC1 | -1 | 0.3% | 0.2 | 3 | 26 | -7 | -21 | -5 | -9
Nc1cccc2c1C(=O)N(C(=O)c1ccco1)C2=O | 10 | 4.1% | 0.7 | 1 | -6 | 15 | -22 | 9 | -9
Cc1ccc(S(=O)(=O)CCC(=O)OCC(=O)c2c(N)n(CC(C)C)c(=O)n(C)c2=O)cc1 | -11 | 1.1% | 1.3 | 8 | -9 | -4 | -28 | 2 | -3
CC1(C)CC2(CCO1)OC(=O)CC2C(=O)Nc1ccc(Br)cc1 (stereo not drawn) | -2 | -0.4% | 1.1 | 2 | -1 | -4 | -6 | -3 | 2
Cc1ccc(S(=O)(=O)NCC2CCC(C(=O)NCc3ccco3)CC2)cc1 (stereo not drawn) | x | -2.3% | x | 0 | -12 | 1 | -14 | x | -1
COc1ccc(S(=O)(=O)NCc2ccc(C(=O)N3CCN(c4ccccn4)CC3)cc2)cc1 | -15 | -0.8% | 1.0 | 5 | -10 | -4 | -6 | -1 | -2
Cc1cnc(C(=O)N2CCCC(C(=O)c3ccc(Cl)cc3C)C2)cn1 (stereo not drawn) | 15 | 0.7% | -0.9 | -1 | -8 | 16 | -17 | 8 | -3
COc1ccccc1C(CNC(=S)NCc1ccccc1)N1CCCC1 (stereo not drawn) | 0 | 1.9% | 2.1 | 6 | 4 | -7 | 5 | -8 | -4
COc1ccc(C(=O)N2CCCCCC2)cc1OC1CCN(C(C)=O)CC1 | -3 | -0.1% | 0.3 | 4 | 0 | -9 | -67* | 0 | -11
CCOc1ccccc1NS(=O)(=O)c1ccc2oc(=O)ccc2c1 | 26 | 1.7% | -1.6 | 4 | -5 | 2 | 10 | 5 | -6
CCOc1ccc(/C=N/NC(=O)C2(O)c3ccccc3-c3ccccc32)cc1 | -4 | 0.9% | 5.4 | 3 | -2 | -5 | 5 | 15 | -8
O=[S+]([O-])(NC[C@H]1CCC[C@H](CN[S+](=O)([O-])c2c(F)cccc2F)C1)c1ccc2c(c1)OCCO2 | x | x | x | 7 | 7 | x | 2 | x | 2
CCOC(=O)CSc1nc2ccccc2n1CC(=O)N(C(C)C)C(C)C | 20 | 1.4% | 0.0 | 0 | 6 | 25 | 7 | 3 | -2
CCOC(=O)N1CCN(C(=O)Nc2cccc(Cl)c2)CC1 | -15 | -0.2% | 0.8 | 3 | -4 | -4 | -7 | 5 | -1
Cc1ccc(NC(=O)C2CC=CCC2C(=O)N2CCCCC2)cc1 (stereo not drawn) | 10 | 0.4% | -1.5 | 1 | -1 | -10 | -12 | 5 | -9
O=C(NN1C(=O)C2C3C=CC(C3)C2C1=O)C(O)c1ccccc1 (stereo not drawn) | -3 | 0.0% | -0.2 | -1 | 3 | 9 | -6 | -1 | -2
COc1ccc(C(NC(=O)c2ccco2)c2ccc(OC)c(OC)c2)cc1 (stereo not drawn) | 5 | -1.3% | 0.5 | 0 | -2 | -5 | -5 | 1 | 1
COc1ccc(OCc2nn3c(-c4cccc(OC)c4)nnc3s2)cc1 | 12 | 1.3% | -0.9 | 2 | 2 | -6 | 12 | 3 | -3
O=C(Nc1ccccc1Cl)N1CCN(c2ncccn2)CC1 | 14 | 0.6% | -0.3 | 3 | -1 | -10 | 5 | x | -3
CCOc1cc(-c2nnc(NC(=O)C3=COCCO3)o2)cc(OCC)c1OCC | -11 | 1.2% | -0.8 | 0 | 1 | -12 | 3 | -2 | -11
CCC1(c2ccc(Cl)cc2)NC(=O)N(CC(=O)NC2CCCCCC2)C1=O (stereo not drawn) | 2 | 1.0% | 0.3 | 6 | -5 | -1 | 2 | 14 | 6
O=C(NC(Cc1c[nH]c2ccccc12)c1nnc2n1CCCCC2)c1ccc(Cl)cc1 (stereo not drawn) | 21 | 1.2% | -0.8 | 1 | -4 | -7 | -2 | -1 | 0
COc1ccccc1NC(=O)Cn1c(CCC(=O)O)ccc1-c1ccccc1 | -6 | 2.9% | -0.3 | 1 | -10 | -9 | -23 | -4 | -1
O=c1[nH]c(-[n+]2ccccc2)c(/C=N/N=C(\[O-])c2ccccc2)s1 | 2 | -3.3% | 0.6 | 0 | 12 | -13 | -7 | 20 | 1

This is a subset (hit frequency here may not be typical).
